Screens from PubChem.
Pin1 inhibitor = qHTS Assay to Find Inhibitors of Pin1; Potency, µM (titrated, usually from 115 µM), without a hit: at the top dose activity, negative = inhibition, most hits filed as inhibitors; AID 504891, 2011; Pin1 FP peptide displacement, HiFluor488, 10 min; Peptidyl-prolyl cis-trans isomerase NIMA-interacting 1 (Homo sapiens), Q13526; 0.009% of 390,000 active; active = well fitted inhibition curve with a large enough effect in the polarisation, with a control signal flat, not every such curve was filed as active; inconclusive = small, poorly fitted or top-dose-only effect, or effect the other way, or a change in a side signal; inactive = no such curve, though single readings can be large or run the other way; the % refers to the polarisation; note: % is set by controls: 0 for no effect and ±100 for the full control effect
PGK inhibitor = qHTS Assay to Find Inhibitors of Phosphoglycerate Kinase | 0.043% of 380,000 active | AID 602233, 2012 | PGK/GAPDH coupled, Kinase-Glo luminescence, 60 min | Phosphoglycerate kinase, glycosomal (Trypanosoma brucei brucei), P07378 | Potency, µM (doses to about 57.5 µM), without a hit: at the top dose activity change, negative = inhibition, hits mostly inhibitors; note: % is set by controls: 0 for no effect and ±100 for the full control effect; nearly all actives have a fitted effect of over 60% in size
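Recombinant glycosomal PGK reaction used 1,3-bisphosphoglycerate generated in-well by GAPDH (100nM final) in 100mM TEA pH 7.6, 5mM MgCl2, 0.01% Tween-20. After 60 minutes at room temperature, ATP was read by Kinase-Glo Plus luminescence end-point.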
JMJD2A Tudor inh = qHTS Assay for Inhibitors of JMJD2A-Tudor Domain; AID 504339, 2011; Potency, µM (highest dose often 114 µM), for the others: top-dose activity change, negative = inhibition, hits mostly inhibitors; 4.4% of 390,000 active; AlphaScreen JMJD2A-Tudor / H3K4me3 peptide binding; note: % is set by controls: 0 for no effect and ±100 for the full control effect; nearly all actives have a fitted effect of over 50% in size
Target sequence (O75164 whole entry, looked up, the tested form may be a part): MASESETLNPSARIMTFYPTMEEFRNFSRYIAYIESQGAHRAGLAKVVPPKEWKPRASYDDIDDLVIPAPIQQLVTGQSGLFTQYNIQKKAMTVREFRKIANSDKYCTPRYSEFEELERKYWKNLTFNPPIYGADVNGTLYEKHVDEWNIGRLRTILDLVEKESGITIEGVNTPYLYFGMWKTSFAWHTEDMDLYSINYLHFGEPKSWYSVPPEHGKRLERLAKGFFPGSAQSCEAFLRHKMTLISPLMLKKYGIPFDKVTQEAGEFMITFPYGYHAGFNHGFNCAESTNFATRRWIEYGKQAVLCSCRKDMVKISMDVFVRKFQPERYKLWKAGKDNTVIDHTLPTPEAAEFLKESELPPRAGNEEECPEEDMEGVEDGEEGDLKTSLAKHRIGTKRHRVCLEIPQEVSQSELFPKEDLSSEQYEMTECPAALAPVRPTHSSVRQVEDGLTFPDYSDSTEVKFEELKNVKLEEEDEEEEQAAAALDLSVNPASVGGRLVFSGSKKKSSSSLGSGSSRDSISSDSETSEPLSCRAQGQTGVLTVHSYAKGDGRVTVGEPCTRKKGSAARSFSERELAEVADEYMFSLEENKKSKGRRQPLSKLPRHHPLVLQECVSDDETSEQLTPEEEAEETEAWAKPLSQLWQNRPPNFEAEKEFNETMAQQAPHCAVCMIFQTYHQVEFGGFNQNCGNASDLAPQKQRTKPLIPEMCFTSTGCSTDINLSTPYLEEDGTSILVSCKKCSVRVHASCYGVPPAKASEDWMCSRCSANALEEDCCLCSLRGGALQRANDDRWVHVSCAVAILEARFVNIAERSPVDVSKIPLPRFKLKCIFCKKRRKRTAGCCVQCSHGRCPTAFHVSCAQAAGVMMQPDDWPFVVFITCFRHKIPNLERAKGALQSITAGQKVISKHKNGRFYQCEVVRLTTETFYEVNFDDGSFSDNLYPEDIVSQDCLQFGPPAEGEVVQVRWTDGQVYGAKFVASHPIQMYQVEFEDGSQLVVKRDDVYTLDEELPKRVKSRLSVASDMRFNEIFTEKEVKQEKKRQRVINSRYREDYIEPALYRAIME
Pol iota inh = qHTS for Inhibitors of Polymerase Iota; DNA polymerase iota (Homo sapiens), Q9UNA4; Potency, µM (top dose mostly 115 µM), inactives show at the top dose activity, negative = inhibition, actives largely listed as inhibitors; 1% of 390,000 active; Pol iota fluorescent replication assay, 10 min; AID 588590, 2011
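Pol iota at 10 nM preincubated 15 min with compounds at room temperature; reaction started with fluorescent substrate, 50 nM final. Fluorescence read kinetically at 0 and 10 min; buffer-only wells as negative control.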
HP1b binding inh = HTS for Inhibitors of HP1-beta Chromodomain Interactions with Methylated Histone Tails | AlphaScreen HP1-beta / biotin-H3K9me3 peptide binding | Chromobox protein homolog 1 (Homo sapiens), P83916 | Potency, µM (titrated, usually from 114 µM), inactives show at the highest dose activity change, negative = inhibition, actives largely listed as inhibitors | 0.56% of 390,000 active; note: nearly all actives have a fitted effect of over 70% in size; inactives centre near 23
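HP1-beta protein (50 nM final) preincubated 30 min at room temperature with biotinylated H3(1-18)K9me3 peptide (50 nM) in PBS pH 7.4, 0.01% Tween-20, then compound added for 30 min. AlphaScreen streptavidin donor/nickel chelate acceptor beads (10 ug/mL final), 30 min dark, luminescence read.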
GLS inhibitor = qHTS for Inhibitors of Glutaminase (GLS); Glutaminase kidney isoform, mitochondrial (Homo sapiens), O94925; GLS enzymatic activity, qHTS titration; Potency, µM (top dose mostly 45.5 µM), for the others: at the top dose activity change, negative = inhibition, hits mostly inhibitors; 0.21% of 410,000 active; AID 624170, 2012; note: % is set by controls: 0 for no effect and ±100 for the full control effect
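Read-out is an Amplex red fluorescence increase coupled through glutamate oxidase and HRP, measured before and after 30 min room-temperature incubation. hKGA is in 45 mM KH2PO4 (pH 8.2) with 0.02% Tween-20; glutamine added as 1mM solution.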
BAZ2B block = qHTS Assay for Inhibitors of BAZ2B | AlphaScreen BAZ2B-H3K14Ac peptide displacement | 4.4% of 360,000 active | Bromodomain adjacent to zinc finger domain protein 2B (Homo sapiens), Q9UIF8 | Potency, µM (series often up to 114 µM), for the others: at the top dose activity change, negative = inhibition, hits mostly inhibitors; note: % is set by controls: 0 for no effect and ±100 for the full control effect; nearly all actives have a fitted effect of over 60% in size
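Compounds, titrated to a top concentration of 110 uM, were incubated 30 min at room temperature with preformed BAZ2B/acetyl-K14 H3 peptide complex (50 nM each). Proximity signal was measured by AlphaScreen after 20 min with beads.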
G9a inh = qHTS Assay for Inhibitors of Histone Lysine Methyltransferase G9a. 8.8% of 350,000 active. Histone-lysine N-methyltransferase EHMT2 (Homo sapiens), Q96KQ7. G9a H3K9 monomethylation, AlphaScreen, 2 h. Potency, µM (series often up to 102 µM), inactives show at the highest dose activity, negative = inhibition, most hits filed as inhibitors. AID 504332, 2011; note: % is set by controls: 0 for no effect and ±100 for the full control effect; nearly all actives have a fitted effect of over 75% in size
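Readings reflect AlphaScreen signal from monomethyl-H3K9 antibody detection. HMT at 20 nM; substrate b-H3K9 500 nM; cofactor SAM 20 uM; 2 h RT reaction; compounds tested as titrations in qHTS with 15 min preincubation.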
BLM helicase inh = qHTS Assay for Inhibitors of Bloom's syndrome helicase (BLM) | 0.2% of 350,000 active | Potency, µM (doses to about 56.1 µM), for inactives: at the highest dose activity change, negative = inhibition, actives largely listed as inhibitors | AID 2528, 2010 | recombinant BLM DNA unwinding, fluorescence dequenching;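 note: plate controls were vehicle for no effect and no enzyme for full effect; nearly all actives have a fitted effect of over 35% in size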
* = called active by the depositor; i = inactive; ? = inconclusive; . = no result given; & = joins results of further samples; [ ] = another dose, or the depositor's remark. Unless noted, calls come from the whole dose curve; as a rule, active = well fitted curve in the direction sought with a large enough effect; inconclusive = small, poorly fitted or top-dose-only effect, or another doubt; inactive = no such curve, though single readings can be large; an effect the other way counts as inactive or inconclusive. Potency is the fitted concentration of half-maximal effect. Some of the compounds tested, so the mix of outcomes need not match the whole.

SMILES	Pin1 inhibitor	PGK inhibitor	JMJD2A Tudor inh	Pol iota inh	HP1b binding inh	GLS inhibitor	BAZ2B block	G9a inh	BLM helicase inh
CNc1nc2ccccc2n1/N=C/c1cccc(OC)c1OC	2%	3%	-20%	15%	25%	4%	-39%	13%	1%
CC12CCC(=O)N1C(C(=O)Nc1ccccc1F)CS2 (stereo unspecified)	1%	0%	6%	23%	16%	-2%	0%	-4%[59 µM]	.
O=[N+]([O-])c1ccc(N2CCCCCC2)c([N+](=O)[O-])c1	-7%	i	?	3%	?	5%	?	?	0%
CCOC(=O)c1cnc2ccc(C)cc2c1Nc1ccc(OCc2ccccc2Cl)cc1	22%	-7%	6%	7%	32%	0%	5%	-6%[59 µM]	-9%
CCOC(=O)N1CCN(C(=O)CSc2nc3ccccc3c(=O)n2-c2ccccc2)CC1	9%	-9%	-15%	14%	19%	13%	12%	15%[59 µM]	-4%
Cc1ccc(CN2CCN(C(=O)c3ccncc3)CC2)cc1	-1%	-1%	7.9µM*	?	?	-10%	22µM*	8.9µM*	0%
Cc1nn(Cc2c(Cl)cccc2Cl)c(C)c1NC(=O)CCCn1nc(C)c([N+](=O)[O-])c1C	5%	-6%	7%	133%[activator]	43%[activator]	-10%	-9%	-7%[59 µM]	-2%
Cc1ccc2oc(C(=O)Nc3ccc(S(=O)(=O)N4CCCCCC4)cc3)cc(=O)c2c1	-4%	-2%	-14%	-13%	14%	-3%	3%	12%[59 µM]	-1%
CCOCCn1c(CN2CCN(CCO)CC2)nc2c1c(=O)n(C)c(=O)n2C	3%	6%	-14%	28%	31%	-4%	-3%	15%	0%
O=c1cc(-c2ccccc2)n2c(SCc3cccc([N+](=O)[O-])c3)nnc2[nH]1	-10%	-7%	-2%	8%	45%[activator]	1%	4%	?	-2%
COc1ccc(CN(C(=O)CNC(=O)c2ccco2)C(C(=O)NCC2CCCO2)c2ccc(OC)c(OC)c2)cc1 (stereo unspecified)	6%	5%	-34%	137%[activator]	28%	1%	3%	45%	-4%
O=C(CCCc1ccccc1)Nc1cccc(C(=O)O)c1	-3%	-2%	-13%	19%	44%[activator]	-5%	2%	-3%	10%
N#Cc1ccsc1NC(=O)CN1CCN(Cc2ccccc2)CC1	4%	-2%	-29%	-21%	14%	9%	-11%	?	0%
CCOc1ccc2ccccc2c1/C=N/NC(=O)CNC(=O)Cc1ccccc1	25%	-8%	-7%	?	13%	3%	4%	3%[59 µM]	-3%
COc1ccc(N(CC(=O)NCCSCc2ccco2)S(=O)(=O)c2ccccc2)cc1	-5%	-9%	-34%	38%[activator]	-14%	1%	-34%	-41%	-10%
CCc1ccc(-c2cc3c(=O)n(CC(=O)N4CCCCCC4)nc(C)n3n2)cc1	-5%	3%	-14%	16%	49%[activator]	2%	-15%	-3%	-2%
O=C(NCc1ccccn1)C1Nc2ccc(C(F)(F)F)cc2C2C=CCC12 (stereo unspecified)	?	-11%	?	?	11%	-11%	.	.	.
COc1ccc(-n2cnnc2SCC(=O)c2ccc(S(=O)(=O)N3CCOCC3)cc2)cc1	12%	6%	-9%	13%	19%	30%	-7%	-93%	0%
COC(=O)[C@@H]1C[C@H]2CC[C@H](O)C[C@H]2N1Cc1ccc(C(F)(F)F)cc1	1%	2%	4%	8%	20%	5%	-14%	-3%[59 µM]	1%&-3%
O=C(CCN1C(=O)/C(=C\c2ccccc2)SC1=S)NNC(=O)c1ccccc1O	-2%	i	-10%	-12%	32%	4%	-9%	8%	-9%
CC(OC(=O)c1ccc(Cl)nc1)C(=O)N1CCc2ccccc21 (stereo unspecified)	-2%	7%	-13%	-26%	5%	4%	13%	-28%	.
Cc1nnc(-c2ccc(Cl)cc2)[nH]c1=O	2%	-4%	-11%	-5%	37%	0%	2%	10%	-3%
CN(c1ccc(C(=O)NCc2ccccc2)cc1)S(C)(=O)=O	0%	.	-18%	6%	19%	4%	9%	-3%[12.7 µM]	-10%
CCc1cc(CNC(=O)CC2C(=O)NCCN2CC2CCCCC2)on1 (stereo unspecified)	?	1%	11%	68%[activator]	25%	7%	-16%	-8%	-1%
CCN(CC)C(=O)c1sc(NC(=O)c2ccc(C)c([N+](=O)[O-])c2)c(C#N)c1C	3%	-1%	-10%	4%	-11%	19%	6%	-22%[12.7 µM]	-4%
Nc1ccc2ccccc2c1C(=O)c1ccccc1	-9%	-4%	-36%	-23%	?	-20%	.	.	.
C=CCOc1ccc(C2C3=C(CCCC3=O)N(CC(=O)O)C3=C2C(=O)CCC3)cc1OCC	-19%	-2%	-18%	1%	28%	7%	-7%	?	-5%
CCOc1ccc(C(C)(N)C(=O)O)cc1 (stereo unspecified)	-1%	i	3.5µM*	-3%	6%	8%	-38%	?	-1%
CC(CCc1ccc(O)cc1)NC1c2ccccc2-c2ccccc21 (stereo unspecified)	-1%	-5%	-32%	7%	26%	19%	-33%	-7%[0.501 µM]	6%
O=C(/C=C/c1cccc(Cl)c1Cl)OCC(=O)N1CCOCC1	-8%	-1%	-1%	-1%	5%	1%	5%	-1%	.
O=C(COc1ccc(S(=O)(=O)NC2CCCCC2)cc1)NCC1CCCO1 (stereo unspecified)	-10%	.	-5%	22%	21%	7%	-1%	15%[59 µM]	-1%
CC(=O)C1=C(C)OC(N)=C(C#N)C1c1ccco1 (stereo unspecified)	?	8%	-13%	8%	41%[activator]	-9%	?	?	-9%
Cc1cccc(Nc2cc(C)nc3nc(-c4ccccc4)nn23)c1	-3%	6%	-14%	11%	22%	-8%	1%	-29%[59 µM]	0%
Cc1ccc(S(=O)(=O)N2CCC(C(=O)OCC(=O)N(CC(C)C)C3CCS(=O)(=O)C3)CC2)cc1C (stereo unspecified)	4%	10%	-10%	9%	25%	0%	-5%	-13%	-8%
Cc1cc(C(C#N)c2cccc(Cl)c2)n2ncnc2n1 (stereo unspecified)	-4%	-3%	?	-11%	-6%	2%	?	8.9µM*	-2%
CCOc1ccc(CN(C)C(=O)CCNC(=O)c2ccco2)cc1	0%	-7%	-8%	2%	25%	1%	5%	13%[2.33 µM]	.
CC1CN(C(=S)Nc2cccc(Cl)c2)CC(C)O1 (stereo unspecified)	-9%	-1%	-11%	6%	50%[activator]	11%	6%	.	-4%
C/C(=C\C(=O)c1sccc1Cl)N(C)C	-7%	-8%	-2%	1%	18%	9%	?	19%[59 µM]	-2%
O=C(CN(Cc1ccc(F)cc1)C(=O)c1csnn1)NCc1ccc2c(c1)OCO2	0%	-4%	-3%	41%[activator]	23%	-2%	1%	7%[59 µM]	0%
CCN(C1CCCCC1)S(=O)(=O)c1cc2c3c(c1)CCN3C(=O)CC2	0%	-4%	-10%	?	21%	12%	10%	-10%	.
Cn1c(C(=O)NCc2ccccn2)cc2c(=O)n(C)c3ccccc3c21	-1%	-1%	-13%	-6%	13%	0%	8%	-17%	-10%
CC(=O)Nc1ccc(S(=O)(=O)NCCC(=O)NCCCc2ccccc2)cc1	-3%	0%	-19%	27%	11%	-2%	5%	-4%[2.33 µM]	.
N/C(=N\OC(=O)c1cccs1)c1cccnc1	-5%	-4%	-6%	49%[activator]	37%[activator]	-1%	2%	-7%	0%
CCN1CCN(c2cc(C)c3cc(NC(=S)N4CCCCC4)ccc3n2)CC1	-1%	3%	-35%	76%[activator]	-13%	?	-32%	45µM*	1%
NS(=O)(=O)c1cccc(NC(=O)COC(=O)c2cc(Cl)ccc2[N+](=O)[O-])c1	-7%	-1%	-9%[11.4 µM]	23%	-16%	6%	-27%	26%[12.7 µM]	-5%

Some entries already given, showing only JMJD2A Tudor inh:
Structure	JMJD2A Tudor inh
CCN1CCN(c2cc(C)c3cc(NC(=S)N4CCCCC4)ccc3n2)CC1	-35%
CC(=O)Nc1ccc(S(=O)(=O)NCCC(=O)NCCCc2ccccc2)cc1	-19%
Cc1nnc(-c2ccc(Cl)cc2)[nH]c1=O	-11%

(continued)
SMILES	Pin1 inhibitor	PGK inhibitor	JMJD2A Tudor inh	Pol iota inh	HP1b binding inh	GLS inhibitor	BAZ2B block	G9a inh	BLM helicase inh
Cc1cc(C)nc(NNS(=O)(=O)c2ccc(Cl)cc2)n1	-2%	i	?	6%	-5%	17%	.	.	.
Cn1cnc2c(ncn2C2OC(CO)C(O)C2O)c1=S (stereo unspecified)	-7%	2%	-8%	26%	12%[57 µM]	-8%	.	.	.
CCOCCCn1c(SCC(=O)Nc2oc(C)c3c(C)n[nH]c(=O)c23)nnc1-c1ccncc1	-3%	i	-20%	48%[activator]	11%	-6%	3%	35µM*	.
Cc1c(C(=O)OCC2CCCO2)[nH]c2c1C(=O)CC(c1ccco1)C2 (stereo unspecified)	?	?	?	?	?	-2%	22µM*	18µM*	14µM*
Cc1cccc(OCc2n[nH]c(=S)n2-c2ccccc2)c1	0%	-12%	?	-29%	7%	-16%	?	.	-1%
COc1ccc(C(=O)Oc2cc(OC)cc(OC)c2C(C)=O)cc1	-9%	-11%	10%	-23%	46%[activator]	-3%	-5%	1%	-3%[12.4 µM]
CCOC(=O)C1CCCN(C(=O)Cn2sc3nc(C)cc(C)c3c2=O)C1 (stereo unspecified)	2%	-8%	5.6µM*	?	?	10%	15%	1.6µM*	-9%
